# Source: PubChem BioAssay
# TbPYK inhibitor – T. brucei pyruvate kinase inhibition; Q57TT1; TbPYK enzyme, Kinase-Glo Plus ATP luminescence, 45 min; Potency, µM (highest dose often 76.8 µM), for inactives: top-dose activity, negative = inhibition, usual class: inhibitors; hit rate 0.12% among 410,000; AID 624173; also: potency is read from the fitted curve at half-maximal effect; % is scaled to controls: 0 for no effect and ±100 for the full control effect; nearly all actives have a fitted effect of over 50% in size
#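 Readout: single end-point luminescence (Kinase-Glo Plus, 10 min). Reaction conditions were TbPYK/substrate plus 130 uM ADP, 45 min at RT, pH 7.2 TEA buffer. No-enzyme wells served as controls, and data were normalized before concentration-response fitting.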
# AmpC no deterg – AmpC beta-lactamase inhibition without detergent | AID 485341 | hit rate 0.52% among 330,000 | Potency, µM (highest dose often 57.1 µM), for inactives: top-dose activity change, negative = inhibition, usual class: inhibitors | AmpC nitrocefin hydrolysis, absorbance 480 nm, 0.0001% Triton | P00811;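 also: potency is read from the fitted curve at half-maximal effect; plate controls were no compound for no effect and no enzyme for full effect; nearly all actives have a fitted effect of over 20% in size; some results filed as inactive show a strong effect at the top dose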
# Target sequence (P00811 whole entry, looked up): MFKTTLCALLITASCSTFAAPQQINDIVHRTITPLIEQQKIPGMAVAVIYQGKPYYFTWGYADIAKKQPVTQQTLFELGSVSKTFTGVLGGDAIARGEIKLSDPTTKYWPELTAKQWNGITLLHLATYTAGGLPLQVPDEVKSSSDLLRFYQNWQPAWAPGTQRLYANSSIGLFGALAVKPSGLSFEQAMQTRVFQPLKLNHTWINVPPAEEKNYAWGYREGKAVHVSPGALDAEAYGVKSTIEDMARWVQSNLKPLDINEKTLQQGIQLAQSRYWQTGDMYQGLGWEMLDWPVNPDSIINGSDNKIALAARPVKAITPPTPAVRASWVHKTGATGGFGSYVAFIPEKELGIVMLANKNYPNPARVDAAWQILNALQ
#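 AmpC (5.3 nM in the dispensed reagent) in 20 mM phosphate pH 7.0 with 0.01% (detergent screen) or 0.0001% Triton X-100 was preincubated with compounds for 15 min at room temperature. Nitrocefin was then added from an 800 uM solution, and hydrolysis was followed at 480 nm.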
# Shiga inhibitor – Shiga toxin inhibition | Vero cells, Shiga toxin protein synthesis inhibition reporter | inhibition, % at 38.7 µM | hit rate 9.2% among 290,000 | AID 2315; in the data active = inhibition mostly above about 28%, no sharp cut-off; inactive = mostly below about 43%; also: 0% is about no effect
# Cycloheximide cs – counter-screen hit for Shiga toxin inhibitors, cycloheximide. cell reporter, cycloheximide protein synthesis inhibition counterscreen. max response, %. hit rate 12% among 300,000. AID 2314; in the data active = max response mostly above about 13%, no sharp cut-off; inactive = mostly below about 14%; also: read at 38.3 µM for the half of the compounds with a filed dose; 0% is about no effect
# Pf growth 48h – P. falciparum growth inhibition at 48 hours (one generation). P. falciparum luciferase growth in erythrocytes, 48 h. Potency, µM (top dose mostly 28.7 µM), for the others: at the highest dose activity change, negative = inhibition, usual class: inhibitors. hit rate 5.9% among 310,000. AID 504832; also: potency is read from the fitted curve at half-maximal effect; % is scaled to controls: 0 for no effect and ±100 for the full control effect
#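 Erythrocytes infected with P. falciparum carrying an integrated firefly luciferase reporter (2% hematocrit, 0.1% parasitemia final) were exposed to compounds in RPMI 1640 with 0.5% Albumax at 37 C, 5% CO2. Growth inhibition was scored as reduced luminescence.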
# LmPK inh – LmPK (Leishmania mexicana) enzyme inhibition. purified LmPK, Kinase-Glo ATP luminescence, 1 h. Potency, µM (titrated, usually from 57.5 µM), without a hit: at the highest dose activity change, negative = inhibition, most hits filed as inhibitors. hit rate 0.37% among 290,000. AID 1721; also: potency is read from the fitted curve at half-maximal effect; % is scaled to controls: 0 for no effect and ±100 for the full control effect
# Target sequence (Q27686 whole entry, looked up): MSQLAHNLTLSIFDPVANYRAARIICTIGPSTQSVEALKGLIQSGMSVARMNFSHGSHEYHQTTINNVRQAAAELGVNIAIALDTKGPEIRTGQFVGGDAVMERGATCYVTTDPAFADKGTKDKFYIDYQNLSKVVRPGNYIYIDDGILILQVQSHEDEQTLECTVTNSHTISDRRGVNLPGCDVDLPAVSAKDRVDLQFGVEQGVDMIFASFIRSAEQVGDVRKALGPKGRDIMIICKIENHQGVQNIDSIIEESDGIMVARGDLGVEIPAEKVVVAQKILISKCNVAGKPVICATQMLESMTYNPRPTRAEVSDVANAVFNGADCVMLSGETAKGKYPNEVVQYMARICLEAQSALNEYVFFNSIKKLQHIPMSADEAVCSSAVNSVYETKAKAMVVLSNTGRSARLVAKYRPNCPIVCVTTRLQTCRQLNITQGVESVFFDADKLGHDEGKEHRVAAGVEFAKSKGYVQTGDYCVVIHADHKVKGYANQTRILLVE
#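 qHTS format; LmPK 0.1 nM; substrates PEP 0.5 mM and ADP 0.1 mM. One-hour room-temperature incubation, then coupled luciferase luminescence; 0.5 nM enzyme wells mark activation.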
# Pf growth 96h – inhibits malaria parasite growth, 96 h. P. falciparum luciferase reporter growth, 96 h. Potency, µM (series often up to 28.7 µM), for the others: at the highest dose activity change, negative = inhibition, usual class: inhibitors. hit rate 6.9% among 320,000. AID 504834; also: potency is read from the fitted curve at half-maximal effect; % is scaled to controls: 0 for no effect and ±100 for the full control effect
#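 Luminescence readout: decreased luciferase signal marks inhibited growth of reporter-expressing P. falciparum in infected red cells (2% hematocrit, 0.05% parasitemia final), exposed to compound two generations (96 h, 37 C, 5% CO2).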
# Numbers without * were called inactive; ? = inconclusive; . = no result given; & = joins results of further samples; [ ] = remark or other dose. Unless noted, calls follow the shape of the dose curve; as a rule, active = well fitted curve in the direction sought with a large enough effect; inconclusive = small, poorly fitted or top-dose-only effect, or another doubt; inactive = no such curve, though single readings can be large; an effect the other way counts as inactive or inconclusive.
# Value order – TbPYK inhibitor | AmpC no deterg | Shiga inhibitor | Cycloheximide cs | Pf growth 48h | LmPK inh | Pf growth 96h
Cc1cccc(C)c1NC(=O)Cn1nnc(-c2ccc(N3CCOCC3)cc2)n1
    -7% | -8% | 20 | -2 | 20% | -3% | ?
O=C(NCc1ccccc1)c1onc(CSc2ccc(F)cc2)c1C(=O)NCCCN1CCOCC1
    -7% | 162%[activator] | -22 | -4 | ? | 6% | ?
O=C(Nc1ccc([N+](=O)[O-])cc1)c1ccc(S(=O)(=O)N2CCCC2)cc1
    1% | -23% | -6 | -2 | ? | 0% | 12µM*
Cn1cccc1/C=C1\SC(=S)N(CC(=O)O)C1=O
    2% | -10% | -11 | -2 | 12% | -4% | 11%
CCOC(=O)C(NC(=O)c1ccccc1)(N1CCCC1=O)C(F)(F)F (stereo not drawn)
    -7% | 30% | -6 | -2 | 10% | 6% | 6%
c1ccc(CCC2CCCCN2Cc2nc(-c3ccc4c(c3)OCO4)no2)nc1 (stereo not drawn)
    1% | 131%[activator] | -5 | 1 | 0% | 2% | 5%
Cc1noc(NC(=O)c2ccccc2)c1C#N
    -2% | 3% | -4 | -1 | 20% | 2% | 34%[activator]
Cn1c(=O)oc2ccc(C(=O)CSc3nnnn3-c3ccccc3)cc21
    6% | -15% | -5 | -2 | 8% | 2% | 1%
O=C1c2ccccc2NC(c2ccccc2)N1NS(=O)(=O)c1ccccc1 (stereo not drawn)
    -2% | -20% | 11 | 8 | ? | 4% | -1%
O=C(Cc1cccs1)Nc1cc(SCCO)cc([N+](=O)[O-])c1
    -7% | -63% | -1 | -3 | 9% | 0% | -36%
CCCOc1ccc(NC(=O)CC2C(=O)N(CC)C(=S)N2CCCN2CCN(Cc3ccccc3)CC2)cc1 (stereo not drawn)
    -5% | 172%[activator] | -14 | -7 | ? | 13% | 4.1µM*
COc1ccc(C2=NOC3(CC(=O)N(c4ccc5ccccc5c4)C3=O)C2)c(OC)c1 (stereo not drawn)
    -2% | -25% | 8 | 10 | 65%[activator] | 11% | 49%[activator]
O=C(Nc1ccccc1)Nc1cc([N+](=O)[O-])ccc1F
    -2% | -34% | 29 | 6 | 21% | 0% | ?
Cc1ccc(Oc2nc3ccccn3c(=O)c2/C=C(\C#N)C(=O)Nc2c(C)n(C)n(-c3ccccc3)c2=O)cc1
    0% | -13% | -4 | 4 | -13% | 0% | 11%
CCCCNC(=O)COC(=O)c1cc(F)c(F)cc1Cl
    -3% | 1% | 56 | -2 | -7% | 1% | 44%[activator]
CCN(CC(=O)NC(C)C)C(=O)[C@H](C)NC(=O)c1ccc(Br)cc1
    -2% | -19%[11.4 µM] | -2 | -1 | 5% | 1% | 23%
O=C(CCC(=O)N1CCN(C2CCCCC2)CC1)Nc1nnc(C(F)(F)F)s1
    -10% | -13% | -17 | -2 | -2% | 2% | -17%
CC(C)CCn1c(=O)c2ccccc2n2c(CN(C)Cc3ccccc3)nnc12
    6% | 93%[activator] | -14 | -4 | ? | 4% | 13µM*
CC1=N/C(=C\c2ccc([N+](=O)[O-])cc2)C(=O)N1c1cc(Cl)ccc1C
    -7% | -14% | -19 | -3 | ? | 6% | -11%
O=C(CSc1n[nH]c(=O)[nH]c1=O)Nc1ccc2c(c1)C(=O)c1ccccc1C2=O
    -31% | -42% | 68* | 27* | 43%[activator] | -5% | 26%
O=C(COC(=O)/C=C/c1cccc(Cl)c1)Nc1ccc2[nH]c(=O)[nH]c2c1
    0% | ? | . | . | 10% | . | 25%
Cc1ccc(-c2noc(CN(C(=O)Cc3ccccc3)C(C)C)n2)cc1
    24% | 39% | 30 | -2 | 1% | 2% | .
O=S(=O)(NC(=S)NC1CCCCC1)c1ccccc1
    2% | -23% | 11 | -1 | -1% | 5% | 25%
O=C(c1ccccn1)c1conc1C(=O)c1ccc(Br)cc1
    -10% | -28% | 13 | 3 | ? | 5% | 71%[activator]
CCC(=O)c1ccccc1OCCCCn1cncn1
    11% | -10% | . | -1 | ? | 2% | 8%
CC(=O)c1cnc(-c2cccc(Cl)c2)s1
    1% | -11% | 19 | 14 | 8% | -1% | 101%[activator]
O=C(COc1ccc(S(=O)(=O)NC2CCCC2)cc1)N1CCCCCC1
    3% | -7% | -14 | 1 | ? | -1% | .
O=C(NCc1ccccc1F)C1CCCN1C(=O)Nc1cccc(F)c1 (stereo not drawn)
    -11% | -14% | -3 | 0 | -17% | -4% | 44%[activator]
CNC(=O)[C@H]1O[C@@H](n2cnc3c(NCc4cccc(I)c4)ncnc32)[C@H](O)[C@@H]1O
    8% | 77%[activator] | . | . | ? | . | ?
CN(C)c1ccc(C(CNS(=O)(=O)c2ccc([N+](=O)[O-])cc2)N2CCOCC2)cc1 (stereo not drawn)
    2% | 14% | . | . | -11% | . | -4%

# Some of the entries so far, bar-delimited.
Structure | TbPYK inhibitor | AmpC no deterg | Shiga inhibitor | Cycloheximide cs | Pf growth 48h | LmPK inh | Pf growth 96h
O=C(COc1ccc(S(=O)(=O)NC2CCCC2)cc1)N1CCCCCC1 | 3% | -7% | -14 | 1 | ? | -1% | .
c1ccc(CCC2CCCCN2Cc2nc(-c3ccc4c(c3)OCO4)no2)nc1 (stereo not drawn) | 1% | 131%[activator] | -5 | 1 | 0% | 2% | 5%

# Quoted at random: 4 compounds from above.
# Value order – TbPYK inhibitor | AmpC no deterg | Shiga inhibitor | Cycloheximide cs | Pf growth 48h | LmPK inh | Pf growth 96h
CC1=N/C(=C\c2ccc([N+](=O)[O-])cc2)C(=O)N1c1cc(Cl)ccc1C
    -7% | -14% | -19 | -3 | ? | 6% | -11%
CN(C)c1ccc(C(CNS(=O)(=O)c2ccc([N+](=O)[O-])cc2)N2CCOCC2)cc1 (stereo not drawn)
    2% | 14% | . | . | -11% | . | -4%
O=S(=O)(NC(=S)NC1CCCCC1)c1ccccc1
    2% | -23% | 11 | -1 | -1% | 5% | 25%
O=C(Cc1cccs1)Nc1cc(SCCO)cc([N+](=O)[O-])c1
    -7% | -63% | -1 | -3 | 9% | 0% | -36%

# (next part)
# Value order – TbPYK inhibitor | AmpC no deterg | Shiga inhibitor | Cycloheximide cs | Pf growth 48h | LmPK inh | Pf growth 96h
COc1ccc(CNc2nc(-c3ccccc3)nn2C(=O)c2ccc([N+](=O)[O-])cc2)cc1
    -3% | -41% | 75* | 32* | 63%[activator] | 2% | -23%
CCCc1[nH]nc2c1C(c1cccc(OC(=O)c3ccco3)c1)C(C#N)=C(N)O2 (stereo not drawn)
    -5% | -34% | 10 | 0 | 0% | 1% | 1%
Cc1ccc(NC(=O)C(=O)NCC2CCCN2S(=O)(=O)c2cccs2)c(C)c1 (stereo not drawn)
    -6% | -27% | . | . | ? | . | 11%
C/C(=N\NC(=O)c1c(C)nc2ccccn12)c1ccc(O)cc1O
    -1% | -13% | -11 | 4 | ? | 0% | 3.3µM*
COc1ccc(-c2n[nH]c3c2CN(C(=O)c2ccc(OC)c(OC)c2)CC3)cc1
    -1% | 13% | -7 | -10 | ? | -6% | 12µM*
COc1ccccc1NC(=O)c1ccc2nc(-c3ccccc3)c(-c3ccccc3)nc2c1
    -11% | -4% | -11 | -5 | ? | 0% | ?
C=CCNc1nc(N2CCOCC2)c(C#N)c2c1CN(C)CC2
    -8% | -5% | -6 | -7 | -2% | -1% | 7%
O=C(CN1CCCCCC1)Nc1ccc(F)c(F)c1
    3% | -20% | 10 | 7 | 5% | -1% | ?
Cc1cccc(NC(=O)NNC(=O)c2cc3occc3[nH]2)c1C
    -8% | -38% | -4 | 12 | 28% | -1% | ?
Cc1cccc(OCC(=O)Nc2cc(NC(=O)COc3cccc(C)c3C)cc(C(=O)O)c2)c1C
    -1% | -27% | 14 | 9 | -2% | 1% | ?
Cc1cc(=O)[nH]c2ccc(S(=O)(=O)NC3CCCCC3)cc12
    33% | -27% | -3 | 2 | 0% | -12% | 10µM*
Cc1cc(Cl)ccc1NC(=S)N1CCN(C(=O)C2CCCO2)CC1 (stereo not drawn)
    -19% | 4% | 38 | 4 | 9% | 5% | 6%
CCN(C(=O)CSc1ccc2ccccc2c1)C1CCS(=O)(=O)C1 (stereo not drawn)
    -3% | -5% | -12 | -2 | 30% | 1% | 33%[activator]
O=C(NC1CCN(S(=O)(=O)c2ccc(F)cc2)CC1)c1ccco1
    -1% | -7% | -5 | 0 | -1% | -1% | 23%
COc1ccc(N=Cc2ccc(CNS(=O)(=O)c3ccc(Cl)cc3)o2)cc1
    1% | -18% | -16 | -7 | 61%[activator] | 2% | 128%[activator]
COC(=O)c1ccccc1N=Nc1c(C)n[nH]c1C
    5% | -13% | -10 | -3 | 48%[activator] | 2% | 36%[activator]
O=C(Nc1ccccc1C(=O)NCCCN1CCOCC1)c1cccc([N+](=O)[O-])c1
    6% | 8% | 14 | -5 | 85%[activator] | -3% | 14%
CCOC(=O)c1c(C)[nH]c(C(=O)NNC(=O)c2ccc(C(C)(C)C)cc2)c1C
    -11% | 1% | 8 | 5 | -26% | 1% | 0%
COc1ccccc1CNC(=O)CCc1c(C)nc2cc(-c3ccccc3OC)nn2c1C
    1%&1% | 166%[activator] | -6 | 12 | ? | 3% | ?
CCc1nnc(NS(=O)(=O)c2ccc(N/C=C\C(=O)c3ccc(F)cc3)cc2)s1
    3% | -27% | 66* | 47* | -14% | 0% | -24%
COc1ccc(CCC(=O)Nc2ccc(OC)c(S(=O)(=O)N3CCCCC3)c2)cc1
    -8% | -15% | . | . | ? | . | ?
CC(=O)COc1cccc2ccc(/C=C/c3ccc(Br)s3)nc12
    -3% | 26% | 36* | 20 | -31% | 6% | ?
COc1ccc(Nc2oc(-c3ccc(F)cc3)nc2C#N)cc1
    -1% | -36% | 73* | 35* | 72%[activator] | 6% | 49%[activator]
O=C(c1cccc(S(=O)(=O)NCc2ccccc2)c1)N1CCN(c2ccc(F)cc2)CC1
    6% | -5% | . | . | ? | . | ?
O=C(CCN1CCOCC1)NCc1ccccc1
    1% | -8% | . | 3 | 6% | 9% | 2%
Nc1c(-c2ccccc2)cnc2ncnn12
    0% | -5% | -11 | -3 | 2% | -2% | 51%[activator]
CN(C)CCN(C)Cc1ccccc1Sc1cccc2ccccc12
    4% | 241%[activator] | -26 | -10 | ? | 1% | 13µM*
COC(=O)COc1ccc(S(=O)(=O)N2CCCCC2)cc1[N+](=O)[O-]
    -2% | 1% | -1 | -5 | 4% | 2% | -2%
O=C(NNC(=O)c1ccc2c(=O)n3c(nc2c1)CCC3)c1ccc(F)cc1
    1% | -3% | . | . | 63%[activator] | . | 85%[activator]
C[C@H]1CN=C(Nc2ccccc2)N1CCc1ccccc1
    -9% | -7% | . | . | ? | . | 39%[activator]
CC(/C=C/c1ccccc1)=N\NC(=O)c1cc(C)[nH]n1
    4% | -19% | 33 | 36* | -8% | 2% | ?

# A second format for part of the listing above.
smiles | TbPYK inhibitor | AmpC no deterg | Shiga inhibitor | Cycloheximide cs | Pf growth 48h | LmPK inh | Pf growth 96h
Cc1cc(=O)[nH]c2ccc(S(=O)(=O)NC3CCCCC3)cc12 | 33% | -27% | -3 | 2 | 0% | -12% | 10µM*
Cc1cc(Cl)ccc1NC(=S)N1CCN(C(=O)C2CCCO2)CC1 (stereo not drawn) | -19% | 4% | 38 | 4 | 9% | 5% | 6%
